All columns: NCI-60 one-dose screen, growth in % after 48 h at 10 µM unless noted; 100 = growth as untreated, 0 = no growth, -100 = all killed.
NCI/ADR-RES = NCI/ADR-RES ovarian cells. actives 4.4% (n = 81,000). AID 1794790
NCI-H522 = NCI-H522 lung cancer; actives 8% (n = 78,000)
NCI-H322M = NCI-H322M lung cancer; actives 2.7% (n = 80,000); AID 1794733
NCI-H460 = NCI-H460 lung cancer; actives 6.8% (n = 82,000)
OVCAR-3 = OVCAR-3 ovarian cancer. actives 7% (n = 79,000). AID 1794787
OVCAR-8 = OVCAR-8 ovarian cancer; actives 4.4% (n = 81,000)
NCI-H23 = NCI-H23 lung cancer | actives 4% (n = 80,000) | AID 1794731
NCI-H226 = NCI-H226 lung cancer | actives 3.5% (n = 79,000)
OVCAR-5 = OVCAR-5 ovarian cancer; actives 2.9% (n = 82,000); AID 1794783
Active calls of the source: *; . = no result given; & = joins results of further samples; ! = a repeat was not active; [ ] = another dose, or the depositor's remark. How the source made its calls: active means growth percent below 10; inactive means the rest.

SMILES	NCI/ADR-RES	NCI-H522	NCI-H322M	NCI-H460	OVCAR-3	OVCAR-8	NCI-H23	NCI-H226	OVCAR-5
O=C1/C(=c2\c3ccccc3n3c(=O)c4ccccc4nc23)Nc2ccccc21	93	92	94	93	73	89	90	93	96
Cc1nc2c(c(=O)[nH]1)C(c1ccccc1Cl)c1ccc3ccccc3c1O2 (centres undefined)	90	82	87	94	86	86	88	83	98
CC(=O)n1nc(C(=O)OCC(C)(C)C)c2ccccc21	94	90	98	111	112	96	96	80	102
COc1ccc(-c2[nH]ncc2C2OC[C@@]3(C)[C@H]4CCC5(C)OC(C6=CCOC6=O)C[C@H]5[C@]4(C)CC[C@H]3O2)cc1 (some centres undefined)	84	80	90	96	111	90	93	77	99
O=C(Nc1c(Cl)cccc1Cl)Nc1c(Cl)cccc1Cl	110	99	103	112	116	110	99	123	113
CCCCCC(Br)C(Br)CC(Br)C(Br)CCCCCCCC(=O)c1ccc2ccccc2c1O (centres undefined)	107&111	87&84	114&99	104&109	108&112	96&92	106&115	108&97	99&101
CC(=O)Nc1c(Cl)cc2c(c1Cl)Cc1cc(C#N)ccc1-2	80	60	83	94	.	93	72	.	97
CC1=CC(C)(C)NC(=S)N1c1cccc(C)c1	102	106	108	101	105	105	106	98	102
CCn1cc(C(=O)O)c(=O)c2cc(F)c(N3CCN(C(=O)CO[N+](=O)[O-])CC3)cc21	108	93	119	105	108	112	101	101	115
CC/C(=C(/c1ccc(Cl)cc1)c1ccc(OCCN(C)C)cc1)c1ccc(Cl)cc1	75	70	84	37	65	75	73	88	84
O=S(=O)(Cl)c1cccc2cccnc12	111	91	98	106	105	101	105	98	106
C=CC[N+](C)(C)C	105	.	108	104	118	106	103	94	102
Cc1ccc(S(=O)(=O)NCCCNc2cc(-c3cn(C(C)(C)C)nc3-c3cccc(F)c3)ccn2)cc1	82	75	99	70	94	75	80	82	81
O=S(=O)(Oc1c(Cl)cc(Cl)cc1Cl)c1ccccc1	101	103	97	102	104	111	108	97	98
O=C(COc1ccc(-c2nc3ccccc3c(=O)[nH]2)cc1)N/N=C/c1ccccc1	95	95	109	104	109	104	100	101	108
COc1ccc2c(c1)CCNC21C(=O)Nc2ccc(Cl)cc21 (centres undefined)	105	95	107	103	100	98	93	87	105
COc1cccc(/C=N/NC(=O)COc2cc(=O)[nH]c3cc(C)ccc23)c1	104	93	95	106	104	100	96	103	104
COc1ccc2nc3cc(Cl)ccc3c(NCCNCC(C)O)c2c1 (centres undefined)	52	-57*	26	0.1*	.	17	43	68	25
Cc1nn(-c2ccc(F)cc2)c2ncnc(Nc3ccc(F)cc3)c12	106	89	90	109	107	98	95	110	100
COC(=O)[C@]1(C)N[C@H](c2cn(-c3ccccc3)nc2C)[C@@H]2C(=O)N(c3ccccc3)C(=O)[C@@H]21	99	102	110	105	109	.	96	92	110
Cc1nc(Nc2ccc(Cl)cc2)c2ccccc2n1	104	104	104	107	114	99	89	92	101
CCOC(=O)C(=Cn1c(=S)[nH]c2ccc([N+](=O)[O-])cc21)C(=O)OCC	103	101	107	103	102	96	102	91	114
CCOC(=O)/C=C(/OC(=O)c1ccc(OC)cc1)c1ccccc1	100	83	105	105	119	110	96	97	96
Nc1ccc2c(=O)[nH][nH]c(=O)c2c1	112	.	142	111	116	105	106	102	111
Cc1ccc(NC2=C(Cl)C(=O)c3nc(C)ccc3C2=O)c(C)c1	4.4*	-38*	37	46	-99*	28	-50*	23	-1.2*
O=C(C[C@]1(O)C(=O)Nc2ccc(Br)cc21)c1ccccc1	103	89	101	107	106	101	99	90	99
Cc1ccc(-c2nc(C#N)c(S(=O)(=O)n3ncnc3N)o2)cc1	89	65	99	111	108	90	92	90	100
Nc1c(C(=O)Nc2cccc3ccccc23)sc2nc3c(cc12)CCCCCC3	21	-37*	48	11	-37*	20	48	71	49
Cc1cccc(C)c1NC(=O)N=Nc1c(O)[nH]c2ccccc12	92	85	80	107	103	92	83	83	89
N#Cc1c(-c2cccc([N+](=O)[O-])c2)cc(-c2ccc3ccccc3c2)nc1N	83	87	87	93	101	96	88	81	97
COc1ccc(-c2cc(-c3cc(OC)c(OC)c(OC)c3)c(C#N)c(N)n2)cc1OC	87	82	97	102	102	91	103	88	90
COc1cc2oc(-c3cccc(NC(=O)[C@@H](NC(=O)OC(C)(C)C)C(C)C)c3)cc(=O)c2c(OC)c1OC	92	91	90	101	106	88	103	86	101
CCCC(=O)CC(=O)CC(C)C	103	89	89	105	108	100	93	101	111
O=C(O)c1ccc2c(c1O)C(=O)c1ccccc1C2=O	92	87	96	109	98	106	88	94	102
COc1cc(/C=N/NC(=O)Cn2c(C(C)C)nc3ccccc32)ccc1OCc1ccccc1	99	68	87	99	110	99	90	99	99
O=c1[nH]c2ccccc2c(=O)n1-c1ccc(-c2nc3ccccc3[nH]2)cc1	82	52	97	88	97	63	96	64	116
COc1ccc(CN2[C@H](C)C=C[C@H](C(C)C)N(Cc3ccccc3)S2(=O)=O)cc1	109[1.25 µM]	84[1.25 µM]	103[1.25 µM]	110[1.25 µM]	107[1.25 µM]	99[1.25 µM]	97[1.25 µM]	.	101[1.25 µM]
O=C1/C(=C/c2cccc(OCCCc3ccccc3)c2)Oc2cc(OCCN3CCCCC3)ccc21	80	89	91	84	77	89	84	88	93
Cc1cc(C)c(O)c(CNCCCNCc2cc(C)cc(C)c2O)c1	73	42	46	41	77	82	82	91	75
CCCCC/C=C/C/C=C/CCCCCCCCNC(=O)Nc1ccccc1OC	98	84	105	110	107	96	.	88	109
O=c1oc2ccc(Br)cc2cc1C1=CSc2nc3sc4c(c3c(=O)n2N=C1)CCCC4	106	89	97	102	115	100	97	93	102
CCOC(=O)C1=C(C)NC(=O)NC1c1cc(OC)c(OC)c(OC)c1 (centres undefined)	102	.	109	104	110	98	114	94	102
COc1ccc(N2CCN(C(CNC(=O)CC(C)(C)C)c3ccc4c(c3)OCO4)CC2)cc1 (centres undefined)	88	83	92	110	99	105	99	.	102
c1ccc(-c2cn3ccnc3c(-c3ccccc3)n2)cc1	.	89	98	98	99	94	98	88	96
COc1ccc(C(C)=O)cc1S(=O)(=O)Nc1cccnc1	112	94	91	105	107	98	102	90	96

Taken from the entries so far, twelve compounds:
SMILES	NCI/ADR-RES	NCI-H522	NCI-H322M	NCI-H460	OVCAR-3	OVCAR-8	NCI-H23	NCI-H226	OVCAR-5
CCCC(=O)CC(=O)CC(C)C	103	89	89	105	108	100	93	101	111
O=C(O)c1ccc2c(c1O)C(=O)c1ccccc1C2=O	92	87	96	109	98	106	88	94	102
COc1cc(/C=N/NC(=O)Cn2c(C(C)C)nc3ccccc32)ccc1OCc1ccccc1	99	68	87	99	110	99	90	99	99
O=c1[nH]c2ccccc2c(=O)n1-c1ccc(-c2nc3ccccc3[nH]2)cc1	82	52	97	88	97	63	96	64	116
COc1ccc(CN2[C@H](C)C=C[C@H](C(C)C)N(Cc3ccccc3)S2(=O)=O)cc1	109[1.25 µM]	84[1.25 µM]	103[1.25 µM]	110[1.25 µM]	107[1.25 µM]	99[1.25 µM]	97[1.25 µM]	.	101[1.25 µM]
O=C1/C(=C/c2cccc(OCCCc3ccccc3)c2)Oc2cc(OCCN3CCCCC3)ccc21	80	89	91	84	77	89	84	88	93
Cc1cc(C)c(O)c(CNCCCNCc2cc(C)cc(C)c2O)c1	73	42	46	41	77	82	82	91	75
CCCCC/C=C/C/C=C/CCCCCCCCNC(=O)Nc1ccccc1OC	98	84	105	110	107	96	.	88	109
O=c1oc2ccc(Br)cc2cc1C1=CSc2nc3sc4c(c3c(=O)n2N=C1)CCCC4	106	89	97	102	115	100	97	93	102
CCOC(=O)C1=C(C)NC(=O)NC1c1cc(OC)c(OC)c(OC)c1 (centres undefined)	102	.	109	104	110	98	114	94	102
COc1ccc(N2CCN(C(CNC(=O)CC(C)(C)C)c3ccc4c(c3)OCO4)CC2)cc1 (centres undefined)	88	83	92	110	99	105	99	.	102
c1ccc(-c2cn3ccnc3c(-c3ccccc3)n2)cc1	.	89	98	98	99	94	98	88	96

Next section.
SMILES	NCI/ADR-RES	NCI-H522	NCI-H322M	NCI-H460	OVCAR-3	OVCAR-8	NCI-H23	NCI-H226	OVCAR-5
CNC1=CC(=O)c2c(C(=O)OC)c(C)[n+]([O-])c(C)c2C1=O	71	23	72	28	7.0*	35	40	82	96
Cc1ccc(S(=O)(=O)Nc2ccc3c(c2)C(=O)c2ccccc2-3)cc1	96	.	101	100	107	98	97	97	110
CCSc1nc(-c2ccco2)n2nc(-c3ccco3)cc2n1	95	101	117	92	105	97	94	91	110
Nc1cc(=O)[nH]c2ncnn12	108	89	109	113	114	102	100	106	112
O=c1[nH]n(-c2ccc([N+](=O)[O-])cc2[N+](=O)[O-])c(=O)c2ccccc12	101	96	101	104	122	97	105	96	103
Clc1ccccc1/C=C/c1ccccn1	104	.	93	102	105	103	93	96	118
C=C(C)[C@@H]1CC[C@]2(C(=O)O)CC[C@]3(C)[C@H](CC[C@@H]4[C@@]5(C)C[C@@H](CC#Cc6ccc(N)cc6)[C@H](O)C(C)(C)[C@@H]5CC[C@]43C)[C@@H]12	103	81	98	97	101	105	96	91	98
CC12CC3(C)CC(C)(C1)CC(C(Cl)C(=O)O)(C2)C3 (centres undefined)	105	84	94	103	114	101	102	99	98
CCOC(=O)/C(=C\c1ccc(N(C)C)cc1)C(C)=O	103	98	96	105	98	105	98	96	100
Cn1c(=O)c(S(=O)(=O)c2ccccc2)cc2ccc3c(cnn3-c3ccc(Cl)cc3)c21	82	-19*	.	81	94	61	.	56	94
Cc1c2ncccc2nc2[nH]c3ccc(OCCN(C)C)cc3c12	25	23	13	5.5*	51	12	28	33	48
COc1ccc([C@@H]2COc3cc(O)ccc3C2)c(O)c1	97	80	101	103	101	93	104	96	106
O=C(Cn1cc(CO)nn1)Nc1nc2ccccc2s1	101	94	.	106	101	99	101	103	101
COc1ccc(C2=NNC3(C2)C(=O)Nc2ccccc23)cc1 (centres undefined)	106	96	103	101	109	99	97	88	102
COc1cc2c(cc1N)-c1ccc(N)cc1C2=O	101	101	124	107	114	91	105	103	100
COc1cc(C2c3cccn3-c3ccccc3N2C(C)=O)cc(OC)c1OC (centres undefined)	90	90	87	103	98	113	99	99	89
COc1cc(N)c2c(c1N)C(=O)c1ccccc1C2=O	90	72	70	79	93	88	94	85	91
C/C(CC(C)C)=C(/C)C1CC1CCNS(=O)(=O)c1ccc(C)cc1 (centres undefined)	99	85	101	106	115	96	93	89	99
O=C(Cn1c(-c2cncs2)nc2ccccc21)Nc1ccc(F)c(Cl)c1	96	90	97	109	105	101	94	96	98
CCCCCCCCCCCCCCCC[N+]1(C)CCOCC1	95	-25*	37	4.2*	-5.7*	16	.	48	14
[O-][N+](=Nc1ccc(Br)cc1)c1ccc(Br)cc1	102	91	108	102	104	102	87	86	109
COC(=O)c1c(NC(=O)c2cc(C)oc2C)sc2c1CCCC2	92	79	94	98	108	103	88	91	95
c1ccc(-c2ccc(-c3nc4ccccc4[nH]3)cc2)cc1	87	94	99	96	86	89	94	.	106
CC(=O)SC(c1ccccc1)(c1ccccc1)c1ccccc1	103	93	85	112	103	95	.	110	98
COc1cc(C(=O)c2c(-c3ccccc3)oc3ccccc23)cc(OC)c1O	22	40	53	14	2.3*	35	43	53	100
O=C(O)C=C1c2ccccc2-c2ccccc21	105	105	105	115	116	97	103	97	113
CCCCCCCC/C=C/CCCCCCCC1=NC(C)(C)CN1CCO	77	-45*	51	-40*	33	45	47	83	87
COc1ccc(-c2cn(CC(=O)Nc3nc4ccccc4s3)nn2)cc1	111	97	.	108	107	103	103	102	103
NS(=O)(=O)c1ccc(Nc2nc(SCC(=O)c3ccccc3)nc3c2CCC3)cc1	101	94	102	98	.	94	97	86	99
COc1ccc(-c2ccc(-c3ccc(C(=N)N)c(F)c3)s2)cc1	-51*	-77*	-91*	-84*	-96*	-49*	-82*	-41*	-92*
Cc1ccc(/C(O)=C/c2nc3ccc(C)cc3oc2=O)cc1	108	100	106	118	117	103	100	108	120
CCOC(=O)CC(=O)c1c(C)cc(C)cc1C	102	62	114	105	117	102	111	104	84
O=C(NNc1ccccc1)n1c(=O)c2ccccc2c(=O)n1-c1ccccc1	98	86	99	105	104	97	100	96	96
COc1ccc2cc(C(=O)/C=C/N=C3C=NNC3=O)ccc2c1	87	85	95	102	85	86	88	103	83
Cc1ccc(S(=O)(=O)OCCO[C@H]2Cc3cc4ccc(=O)oc4cc3OC2(C)C)cc1	93	85	104	93	96	99	98	74	103
CC(=O)c1ccc(Nc2nc(SC(C)C)nc(-c3ccccc3)c2C#N)cc1	1.2*!	65&87	24&99	20&101	25	5.2*!	22	-25*!	56&100
N#C/C(=C/c1ccc(O)c(O)c1)C(N)=O	117	.	112	103	108	106	122	110	108
COc1ccc(/C=C2/C(=O)ON=C2C)cc1	115	94	118	107	111	105	112	101	.
Cc1ccc(/C=C/C(=O)c2ccc(S(=O)(=O)NCCNc3nc(N(C)C)nc(N4CCOCC4)n3)cc2)cc1	86	72	94	103	109	89	95	92	98
Cc1ccc(Nc2cc(N)nc(N)n2)cc1Cl	97	87	100	103	97	94	88	93	95
CC/C=C/[C@@H]1C=C[C@@H]2CCC[C@H]2[C@@H]1CC[C@H](O)[C@H](C)N	-33*	-57*	-35*	-83*	-65*	.	-63*	91	-29*
COc1ccc(S(=O)(=O)NCCCNc2nccc(-c3cn(C(C)(C)C)nc3-c3ccc(Cl)c(OC)c3)n2)cc1	88	.	82	85	97	88	88	74	90
CCCCCCCCCCCC[n+]1ccc(CCCCCCCCC)cc1	36	-33*	56	-64*	-85*	-80*	-81*	-65*	-17*
COc1cc(NC(C)=O)ccc1NC(=O)c1[nH]c(C)c(Cl)c1Cl	93	81	92	99	106	94	83	86	92

Compound activity (PubChem)
